Bioassay records: PubChem, Sanford-Burnham Center for Chemical Genomics
HKDC1 inhibitor = HKDC1 (human) hexokinase inhibition | Q2TB90 | recombinant HKDC1, G6PDH/diaphorase resazurin coupled fluorescence | inhibition, % at 20 µM | 0.16% of 340,000 active | AID 493160;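 active = inhibition above about 35% when tested at 20 µM, limit read from the data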;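 note: plate controls were DMSO wells with enzyme for no effect and DMSO wells lacking enzyme for full effect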
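Assay system: in-house recombinant HK5 (HKDC1) enzyme. Input: HKDC1 at 5 µg/mL. Medium: Tris pH 8.0 buffer with MgCl2, Tween-20, BSA, BME. Dosing: single 20 µM dose. Schedule: 90 min reaction incubation at room temperature, dark. Signal: resazurin-to-resorufin fluorescence via G6PDH and diaphorase coupling, 525/613 nm. Controls: DMSO-enzyme wells negative, buffer-substituted wells positive.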
SENP6 block = SENP6 protease inhibition | 1.8% of 330,000 active | Recombinant SENP6 catalytic domain, aminoluciferin luminescence | inhibition, % at 10 µM | AID 2599;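 active = inhibition above about 50% at the single tested dose, limit read from the data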;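 note: plate controls were DMSO wells with enzyme for no effect and DMSO wells lacking enzyme for full effect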
Target sequence (Q9GZR1 628-1112 limits assumed): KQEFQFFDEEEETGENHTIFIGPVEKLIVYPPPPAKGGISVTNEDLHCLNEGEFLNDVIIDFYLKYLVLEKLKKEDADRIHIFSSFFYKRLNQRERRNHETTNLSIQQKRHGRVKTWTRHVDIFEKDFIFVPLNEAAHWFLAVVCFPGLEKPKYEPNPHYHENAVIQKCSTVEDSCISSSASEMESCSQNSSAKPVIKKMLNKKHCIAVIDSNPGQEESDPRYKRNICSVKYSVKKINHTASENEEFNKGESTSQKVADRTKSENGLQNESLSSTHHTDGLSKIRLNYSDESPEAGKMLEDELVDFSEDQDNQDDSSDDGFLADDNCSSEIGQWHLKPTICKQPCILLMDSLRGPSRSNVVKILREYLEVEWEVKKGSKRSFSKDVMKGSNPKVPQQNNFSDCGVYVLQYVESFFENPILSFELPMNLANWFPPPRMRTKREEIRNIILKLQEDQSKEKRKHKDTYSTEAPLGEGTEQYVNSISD
SENP7 block = SENP7 protease inhibition; 1.5% of 330,000 active; Q9BQF6; recombinant SENP7, Z-RLRGG-aminoluciferin luminescence, 40 min; inhibition, % at 5 µM;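 active = inhibition above about 50% at the single test dose, limit read from the data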;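 note: plate controls were DMSO with enzyme for no effect and no enzyme buffer wells for full effect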
NLRP3 yeast inh = inhibitors of NALP3 inflammasome in yeast. inhibition, % at 10 µM. 0.39% of 330,000 active. Yeast reconstituted NLRP3/ASC/caspase-1, beta-gal luminescence, 24 h;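 active = inhibition of 50% or more; inactive = inhibition below 50%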;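 note: plate controls were induced DMSO wells for no effect and uninduced yeast grown without galactose for full effect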
Apaf1 inhib = human Apaf-1 inhibition; inhibition, % at 20 µM; 0.71% of 330,000 active; reconstituted apoptosome caspase-3 activity, DEVD-Rh110 fluorescence; AID 489030; O14727; active = inhibition of at least 40% at 20 µM;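 note: plate controls were DMSO wells for no effect and DEVD-CHO caspase inhibitor wells for full effect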
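Medium: Hepes buffer, pH 7.5 / System: biochemical Apaf-1 apoptosome reconstitution / Measured by: Rh110 fluorescence, excitation 480 nm, emission 540 nm / Times: compound with Apaf-1, dATP, procaspase-3 30 min, then 50 min reaction, room temperature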
SENP8 block-1 = SENP8 (human) protease inhibition; 0.64% of 360,000 active; AID 602440; inhibition, % at 20 µM; recombinant SENP8, Nedd8 substrate fluorescence; Q96LD8; in the data active = inhibition mostly above about 40%, no sharp cut-off; inactive = mostly below about 27%
Target sequence (Q96LD8 whole entry, looked up): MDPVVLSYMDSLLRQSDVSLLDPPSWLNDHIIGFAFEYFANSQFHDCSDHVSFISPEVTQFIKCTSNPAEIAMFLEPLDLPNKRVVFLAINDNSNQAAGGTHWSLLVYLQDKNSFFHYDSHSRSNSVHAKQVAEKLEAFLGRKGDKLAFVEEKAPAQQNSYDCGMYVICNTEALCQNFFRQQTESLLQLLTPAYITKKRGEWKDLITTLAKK
SENP8 block-2 = blocks the human protease SENP8. purified SENP8, Z-RLRGG-aminoluciferin cleavage, luminescence. inhibition, % at 10 µM. 1.2% of 330,000 active. AID 2540; in the data active = inhibition above about 50%
PfG6PD inh = PfG6PD (Plasmodium falciparum) enzyme inhibition; inhibition, % at 20 µM; 0.78% of 350,000 active; PfGluPho enzyme, NADPH resazurin-diaphorase fluorescence;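 active = inhibition reaching at least a set limit at 20 µM in the primary screen, cut at about 59% in these data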;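 note: 0% = DMSO wells with substrate and 100% = DMSO wells lacking glucose-6-phosphate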
SENP1 inh = inhibitors of human SENP1 SUMO protease catalytic domain; Q9P0U3; recombinant SENP1 catalytic domain, CyPet-SUMO1-YPet FRET cleavage; inhibition, % at 10 µM; 0.21% of 360,000 active; AID 624204;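 active = inhibition at least 30% at 10 µM, raw YFP signal under a set limit, fluorescence ratio 0.5 to 1.5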;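 note: 0% = enzyme with DMSO and 100% = no enzyme wells; some results filed as inactive read as strong as hits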
Target sequence (Q9P0U3 419-644 limits assumed): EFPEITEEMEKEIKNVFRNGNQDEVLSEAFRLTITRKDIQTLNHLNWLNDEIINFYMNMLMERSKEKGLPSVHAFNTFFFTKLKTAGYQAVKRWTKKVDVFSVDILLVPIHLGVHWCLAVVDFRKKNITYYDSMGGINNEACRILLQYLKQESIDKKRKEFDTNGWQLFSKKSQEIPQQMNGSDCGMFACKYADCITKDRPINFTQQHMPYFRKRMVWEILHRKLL
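system = hSENP1 catalytic domain, recombinant | reagent = SFCypet-SUMO1-SFYpet substrate at 25 nM | doses = one dose per compound, 10 µM, 0.5% DMSO | incubation = enzyme reaction for 50 min at room temperature, dark | measured by = FRET, CFP and YFP emission | controls = no-enzyme low, enzyme-DMSO high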
Active calls of the source: *; . = no result given.

SMILES | HKDC1 inhibitor | SENP6 block | SENP7 block | NLRP3 yeast inh | Apaf1 inhib | SENP8 block-1 | SENP8 block-2 | PfG6PD inh | SENP1 inh
CC1Cc2ccccc2N1C(=O)CCS(=O)(=O)c1ccc2c(c1)NC(=O)CS2 (stereo unspecified) | -3.9 | -4.2 | -3.3 | 6.7 | -6.4 | 5.3 | -1.6 | 1.5 | 8.3
COc1ccc(-n2c(C)nc3c(cnn3-c3ccc(Cl)cc3)c2=O)cc1 | 1.9 | 3.7 | 2.4 | 3.9 | 11.5 | 15.8 | 6.0 | 10.9 | -0.7
Cn1c(Cl)nc2c1c(=O)n(Cc1cccc(Br)c1)c(=O)n2C | -7.8 | -28.6 | -6.9 | 21.0 | 10.4 | 13.8 | 0.6 | -2.3 | -0.5
CCN(C(=O)CN1CCN(c2cccc(Cl)c2)CC1)c1c(N)n(Cc2ccccc2)c(=O)[nH]c1=O | -3.8 | -7.9 | -13.3 | 3.6 | 4.1 | 1.7 | -13.9 | 7.6 | -17.4
COc1ccc(NC(=O)c2c(C)nn(-c3ccccc3)c2Cl)cc1 | -4.2 | -5.1 | -12.3 | 16.5 | -1.9 | 28.0 | -15.1 | 8.6 | 1.9
COC(=O)C(CSCc1ccccc1)NC(=O)CSc1nc(C)cc(=O)[nH]1 (stereo unspecified) | -5.9 | 2.9 | 1.8 | 13.4 | 7.9 | -0.7 | -2.5 | -5.8 | -0.3
Cc1ccc(C(C(=O)NC(C)(C)C)N(CC2CCCO2)C(=O)Cn2nnc(-c3ccc(C)o3)n2)cc1 (stereo unspecified) | -7.7 | -24.2 | -7.7 | -12.6 | 15.9 | 13.7 | -2.3 | -4.4 | -3.4
CN(C)CCN(C(=O)c1ccc2ccccc2c1)c1nc2c(F)cccc2s1 | 6.6 | 5.0 | 1.3 | 1.5 | 4.7 | 8.8 | 1.6 | 2.1 | -0.2
CCOC(=O)CCC(=O)Nc1ccc(S(=O)(=O)Nc2cc(OC)nc(OC)n2)cc1 | -2.4 | 5.4 | -4.8 | 15.3 | -2.6 | 6.6 | 3.1 | -12.8 | -1.1
CC(=O)c1c(C)[nH]c(C(=O)CSc2nc3ccccc3n2C)c1C | -7.7 | -4.2 | -4.0 | 10.6 | 6.0 | 16.2 | -6.0 | -7.5 | -2.5
C(=NN1CCCCCC1)c1ccc2ccccc2n1 | 12.4 | . | . | . | . | -45.7 | . | -4.1 | -22.0
O=C(CCS(=O)(=O)c1ccc(Br)cc1)NCc1ccc(F)cc1 | 3.7 | -10.3 | -20.2 | 17.1 | -99.1 | 3.6 | -6.8 | -8.4 | 5.0
Cc1ccc(COC(=O)c2cc(S(=O)(=O)N3CCCCC3)ccc2N2CCOCC2)cc1 | 0.0 | 4.1 | -1.6 | 9.9 | 25.5 | -7.4 | 3.8 | 11.3 | 1.3
COc1ccc(NC(=O)NS(=O)(=O)c2ccc(C)cc2)c(OC)c1 | -1.4 | -10.7 | 3.9 | 6.3 | 9.5 | 22.1 | -10.5 | 20.9 | -0.1
CCOC(=O)CC(Nc1nc(N2CCOCC2)nc(N2CCOCC2)n1)c1ccccc1Cl (stereo unspecified) | 0.0 | -10.4 | 3.3 | 22.6 | 8.7 | 10.8 | -3.0 | -4.8 | 0.5
CCN(CC)S(=O)(=O)c1ccc(Cl)c(NC(=O)c2cc(Cl)cc(Cl)c2)c1 | -15.0 | -3.3 | 2.6 | 5.7 | -1.2 | 5.1 | -5.8 | -1.6 | -0.2
Cc1ccc(N2CC(C(=O)Nc3nnc(SCC(N)=O)s3)CC2=O)cc1C (stereo unspecified) | -5.4 | -1.6 | -3.9 | 3.9 | 14.7 | 7.9 | -9.4 | -10.7 | 1.5
CCNc1nc(N)nc(Oc2ccc(OCCOc3ccccc3)nn2)n1 | 11.9 | -14.2 | 6.2 | 11.4 | 11.8 | 9.2 | -4.8 | -11.3 | 0.8
COc1cc(C(CCN2CCCC(C)C2)c2c(OC)cc(OC)c3c(-c4ccccc4)cc(=O)oc23)cc(OC)c1OC (stereo unspecified) | 3.4 | -16.2 | 4.1 | 7.2 | 25.8 | -27.8 | -6.9 | 11.5 | 2.9
COC(=O)C(Cc1ccc(O)cc1)NC(=O)C1CCN(S(=O)(=O)c2ccc(C)cc2)CC1 (stereo unspecified) | -7.4 | -4.4 | -6.7 | 18.2 | -1.2 | 8.5 | 2.1 | -13.5 | 1.3
COc1ccc(C(=O)N[C@H](C(=O)OCn2nnc3ccccc3c2=O)C(C)C)cc1 | -2.5 | -10.5 | 1.5 | 13.7 | -1.7 | 18.1 | 9.2 | -0.1 | 3.3
O=[N+]([O-])c1ccc(Oc2cccnc2)nc1 | 1.2 | -24.4 | -4.5 | 6.1 | -3.4 | 15.2 | -3.4 | -5.6 | 2.0
COC(=O)CSc1nnc(CNC(=O)c2ccccc2OC)n1-c1ccc(OC)cc1 | -11.3 | 4.3 | 2.5 | -3.4 | -6.2 | 10.7 | 6.0 | -32.5 | 0.0
c1ccc(-c2ccc(C3=Nn4c(Cn5nnc6ccccc65)nnc4SC3)cc2)cc1 | -7.9 | -0.7 | 8.0 | 0.6 | 26.6 | 19.8 | -4.3 | 71.9* | -0.5
CC1=CCC2(CO)COC(c3ccccc3O)C1C2 (stereo unspecified) | -3.9 | 15.4 | 2.0 | 39.8 | -7.7 | 14.2 | 0.9 | 1.7 | 2.9

Reprinted from the part before: 3 entries, then new ones.
SMILES | HKDC1 inhibitor | SENP6 block | SENP7 block | NLRP3 yeast inh | Apaf1 inhib | SENP8 block-1 | SENP8 block-2 | PfG6PD inh | SENP1 inh
COC(=O)CSc1nnc(CNC(=O)c2ccccc2OC)n1-c1ccc(OC)cc1 | -11.3 | 4.3 | 2.5 | -3.4 | -6.2 | 10.7 | 6.0 | -32.5 | 0.0
c1ccc(-c2ccc(C3=Nn4c(Cn5nnc6ccccc65)nnc4SC3)cc2)cc1 | -7.9 | -0.7 | 8.0 | 0.6 | 26.6 | 19.8 | -4.3 | 71.9* | -0.5
CC1=CCC2(CO)COC(c3ccccc3O)C1C2 (stereo unspecified) | -3.9 | 15.4 | 2.0 | 39.8 | -7.7 | 14.2 | 0.9 | 1.7 | 2.9
CCCc1cc(C(N)=O)c(NC(=O)C2CCCO2)s1 (stereo unspecified) | -2.4 | 1.9 | 8.4 | 0.8 | -13.5 | -27.4 | 4.1 | 51.0 | -21.0
OCCCCCNc1ncnc2ccccc12 | -4.0 | -9.1 | 9.5 | 9.6 | 5.2 | -137.6 | -4.0 | 11.4 | -13.9
O=c1cc(CSc2ccccc2)[nH]c(=S)[nH]1 | 3.4 | 10.7 | -4.2 | 19.5 | 4.2 | 15.7 | -1.5 | -10.6 | 1.6
Cc1ccc(C2CC2C(=O)NN)cc1 (stereo unspecified) | -10.8 | 5.7 | 4.8 | -5.1 | -10.7 | 15.8 | 6.3 | -2.0 | -0.1
O=C(O)c1ccc(CSc2nnc(-c3ccc(Cl)cc3)o2)cc1 | 6.0 | -9.0 | 15.5 | 15.9 | -7.0 | 4.9 | -13.5 | -11.5 | 1.5
CCC(CC)NC(=O)CO/N=C/c1ccc(Cl)cc1Cl | -6.7 | -17.7 | 1.9 | 10.3 | -11.0 | 4.4 | 6.0 | 4.5 | -0.6
CC(/C=C/C1[C@H](C)C[C@H](O[C@@H]2O[C@H](CO)[C@@H](O)[C@H](O)[C@H]2O)CC1(C)C)O[C@H]1O[C@H](CO)[C@@H](O)[C@H](O)[C@H]1O (stereo partly specified) | -5.7 | -22.3 | -14.6 | -8.7 | -2.5 | 38.0 | -14.4 | 0.5 | -0.1
COc1ccc(CCN(C)S(=O)(=O)c2cn(C)c(=O)n(C)c2=O)cc1OC | -4.6 | -8.3 | -4.6 | 11.4 | 9.7 | 19.2 | -4.1 | 1.2 | 4.4
COc1ccc(NC(=O)CN2C(=O)NC(C)(c3ccccc3)C2=O)c(OC)c1 (stereo unspecified) | -2.5 | -27.7 | 1.0 | 3.6 | 3.4 | 13.3 | 1.8 | 11.1 | 1.8
COc1ccc(C2C(C#N)=C(N)Nc3onc(C(C)(C)C)c32)c(OC)c1 (stereo unspecified) | -6.2 | -4.7 | 5.3 | 21.1 | 11.9 | 11.1 | 4.6 | 4.3 | 0.8
Cc1ccc(CN2CC(C(=O)N3CCN(S(=O)(=O)c4cc(C)ccc4C)CC3)CC2=O)cc1 (stereo unspecified) | 6.5 | -7.2 | 11.4 | 7.7 | 28.6 | 5.3 | -6.1 | -10.8 | 1.2
COc1cccc(NC(=O)CN(C)C(=O)c2cc(-c3cccc(Br)c3)nc3ccccc23)c1 | -1.5 | -17.9 | -5.5 | -0.8 | 23.4 | 2.4 | -12.2 | 8.3 | -0.2
COc1ccccc1NC(=O)CCSc1nnc(-c2ccncc2)o1 | 1.9 | -5.2 | 4.1 | -4.8 | -15.9 | 21.6 | 3.1 | 11.0 | 2.2
CN(C)c1ccc2cc(S(=O)(=O)O)cc(O)c2c1 | 23.6 | . | . | . | . | -491.4 | . | 49.9 | -8.8
C=CCNC(=O)CN(CCc1ccccc1)S(=O)(=O)c1ccccc1 | -3.9 | -0.5 | 1.9 | 1.0 | -0.8 | 5.4 | 2.6 | 4.9 | -0.9
Cc1ccc(NC(=O)CN2CCCC2)cc1 | -2.1 | -18.9 | 14.7 | 17.3 | 1.7 | 19.2 | -11.7 | -8.5 | 1.5
O=c1[nH]c(-c2ccccc2)nn1-c1ccc(Br)cc1Br | -5.1 | -8.1 | 3.5 | 7.6 | 8.9 | 7.6 | -3.2 | -19.2 | 1.4
CC(Nc1nc(-c2ccccc2O)nc2ccccc12)c1ccccc1 (stereo unspecified) | 3.1 | -8.6 | -4.1 | 6.8 | -24.9 | 11.8 | -1.7 | 12.3 | 0.1
CC(=O)c1nccs1 | -2.1 | 12.6 | 5.1 | 8.0 | -0.9 | 6.4 | 1.4 | 7.0 | 0.2
N#Cc1ccc(-c2csc(NC(=O)/C=C/c3cccs3)n2)cc1 | -2.1 | -7.8 | -7.3 | 3.6 | 16.9 | -225.1 | 0.9 | -4.3 | -0.2
O=C(Cn1c(=O)oc2cc(S(=O)(=O)N3CCCC3)ccc21)NCc1ccccn1 | 0.1 | -2.7 | 5.0 | 9.1 | 1.0 | 10.3 | -7.2 | -6.4 | 2.0
COc1cccc(CNC(=O)C(c2ccc(Cl)cc2)C(C)C)c1 (stereo unspecified) | -12.3 | -30.0 | -8.6 | -1.1 | 25.4 | 13.8 | -10.0 | -5.8 | 1.2
NC(=O)c1ccccc1OCC(=O)N1CCCC1c1ccc2c(c1)OCCCO2 (stereo unspecified) | -6.7 | -2.3 | -3.0 | 7.2 | -3.2 | -4.8 | 16.1 | -23.0 | 0.6
CN(C)Cc1c[nH]c2nc[nH]c(=O)c12 | -9.5 | . | . | . | . | -85.3 | . | 5.9 | 1.2
